Compound activity deposited in PubChem by several laboratories.
phage Ecoli inh – E. coli growth loss with phage present; inhibition, % at 11.9 µM; growth absorbance; 360,000 tested, 0.26% active; in the data active means inhibition above about 11%
PfHsp90 yeast 2 – inhibits growth of yeast expressing Plasmodium falciparum Hsp90; 310,000 tested, 0.32% active; S. cerevisiae expressing PfHsp90, BacTiter-Glo ATP, 48 h; yeast lacking PDR1 and PDR3 efflux regulators; inhibition, % at 9.4 µM; AID 504621;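 active means every replicate shows inhibition above about 80%, whatever the replicate mean, limit read from the data; inconclusive means mean inhibition reaches the set limit but some replicate falls short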;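 further: 0% = DMSO neutral controls and 100% = 20 µM radicicol positive controls; yeast relying on Plasmodium falciparum Hsp90 in place of its own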
Rtt109 Vps75 – C. albicans Rtt109 histone acetyltransferase inhibition; Q5AAJ8; purified Rtt109/Vps75, ThioGlo CoA-SH fluorescence, 4 h; inhibition, % at 34.9 µM; 330,000 tested, 0.16% active; AID 540336;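 active means inhibition of at least 50% in every replicate; inconclusive means best replicate reaches 50% inhibition but some replicates fall short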
Target sequence (Q5AAJ8 whole entry, looked up): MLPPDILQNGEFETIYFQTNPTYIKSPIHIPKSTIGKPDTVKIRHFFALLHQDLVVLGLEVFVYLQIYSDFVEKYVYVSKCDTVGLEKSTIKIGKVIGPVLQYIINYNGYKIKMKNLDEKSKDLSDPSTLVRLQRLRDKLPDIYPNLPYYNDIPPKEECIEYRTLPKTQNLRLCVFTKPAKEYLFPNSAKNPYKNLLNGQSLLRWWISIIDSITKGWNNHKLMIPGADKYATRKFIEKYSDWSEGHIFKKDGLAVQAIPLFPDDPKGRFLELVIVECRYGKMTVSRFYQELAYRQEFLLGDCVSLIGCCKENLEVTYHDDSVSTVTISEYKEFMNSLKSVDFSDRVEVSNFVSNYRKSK
E coli growth – reduces bacterial viability in AddAB counter-screen; E. coli V3065 growth, OD600 absorbance, 18 h; inhibition, % at 11.9 µM; 330,000 tested, 0.27% active;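 active means inhibition above the campaign's mean inhibition across all tested compounds plus 3 SD, cut at about 9.9% in these data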;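 further: uninfected addAB+ strain grown without phage in ampicillin broth; 0% = DMSO wells and 100% = ciprofloxacin 0.95 µg/ml wells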
PvdQ inh – P. aeruginosa PvdQ acylase inhibition. inhibition, % at 10 µM. purified PvdQ acylase, fluorescence plate reader. AID 488965. 340,000 tested, 0.063% active; in the data active means inhibition above about 30%, passing the limit was not always enough; inconclusive means no clear call, values can overlap the other calls;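 further: 0% = vehicle neutral wells and 100% = reference inhibitor wells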
Tat transport – inhibitors of E. coli Tat protein transport; 340,000 tested, 0.036% active; E. coli MC4100 TorA-mCherry Tat export, fluorescence; inhibition, % at 10 µM; AID 488895;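 active means mean replicate inhibition at least 50% and at least half of replicates individually reaching 50%; inconclusive means only one of the two criteria met; inactive means neither criterion met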;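 further: exported cargo escapes ClpAP degradation while cytoplasmic cargo is degraded and loses fluorescence; 0% = median of neutral control wells and 100% = median of NaSCN control wells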
Wnt act – activates Wnt/beta-catenin signaling in a reporter cell assay; activation, % at 9.35 µM; 300,000 tested, 1.2% active; activator, plate reader; in the data active means activation above about 30%, passing the limit was not always enough; inconclusive means no clear call, values can overlap the other calls;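 further: 0% = neutral control wells and 100% = positive control wells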
AddAB inh – less growth of phage-infected E. coli with AddAB; 330,000 tested, 0.29% active; inhibition, % at 11.9 µM; E. coli expressing H. pylori AddAB, absorbance growth; in the data active means inhibition above about 12%;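 further: 0% = vehicle wells of infected cells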
CAL PDZ inh – inhibitors of human CAL PDZ peptide binding | Q9HD26 | purified CAL PDZ, TMR-peptide fluorescence polarization, 1 h | inhibition, % at 20 µM | 330,000 tested, 0.02% active | AID 504414;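 active means highest replicate inhibition of at least 40%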;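 further: plate controls were DMSO neutral control wells for no effect and unlabeled competitor peptide control wells for full effect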
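Test system: tagged CAL PDZ domain / Buffer or medium: sodium phosphate/NaCl buffer pH 7.4 with TCEP, IgG, Thesit / Reagent: TMR-labelled reporter peptide T*-PRC34 bound in PDZ groove / Compound dosing: single point, 20 µM / Schedule: 1 h incubation at room temperature before polarization reading / Technique: fluorescence polarization (mP) / Benchmarks: unlabelled peptide, DMSO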
DAGLB inhibitor – blocks human DAGLB lipase activity; Q8NCG7; inhibition, % at 5.17 µM; HEK293T DAGLB membrane lysate, EnzChek fluorogenic substrate; 340,000 tested, 0.059% active; AID 504411; in the data active means inhibition above about 34%;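 further: 0% = enzyme with vehicle and 100% = wells lacking enzyme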
Target sequence (Q8NCG7 whole entry, looked up): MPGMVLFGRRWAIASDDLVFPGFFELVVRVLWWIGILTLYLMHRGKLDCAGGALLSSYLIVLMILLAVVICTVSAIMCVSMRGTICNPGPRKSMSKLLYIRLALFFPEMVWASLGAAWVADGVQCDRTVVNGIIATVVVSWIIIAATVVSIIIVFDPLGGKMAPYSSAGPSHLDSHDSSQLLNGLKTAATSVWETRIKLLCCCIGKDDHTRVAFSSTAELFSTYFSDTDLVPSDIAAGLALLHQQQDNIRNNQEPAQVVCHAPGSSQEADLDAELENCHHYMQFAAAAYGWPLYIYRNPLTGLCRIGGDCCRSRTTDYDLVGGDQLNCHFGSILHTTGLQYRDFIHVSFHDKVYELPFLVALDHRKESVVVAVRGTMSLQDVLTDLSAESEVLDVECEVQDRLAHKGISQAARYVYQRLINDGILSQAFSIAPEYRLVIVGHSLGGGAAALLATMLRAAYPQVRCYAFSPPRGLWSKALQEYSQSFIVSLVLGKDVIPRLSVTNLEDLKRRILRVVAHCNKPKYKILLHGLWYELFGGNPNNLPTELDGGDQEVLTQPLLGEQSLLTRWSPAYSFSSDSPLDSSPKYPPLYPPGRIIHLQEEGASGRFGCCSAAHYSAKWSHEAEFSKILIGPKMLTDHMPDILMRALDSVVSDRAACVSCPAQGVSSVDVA
* = called active by the depositor; ? = inconclusive; . = not tested or not shown.

SMILES | phage Ecoli inh | PfHsp90 yeast 2 | Rtt109 Vps75 | E coli growth | PvdQ inh | Tat transport | Wnt act | AddAB inh | CAL PDZ inh | DAGLB inhibitor
CCCCOCCCNC(=O)c1ccc([N+](=O)[O-])c(C)c1 | 4.7 | 7 | -6 | 1.7 | -3 | 0 | . | 3.6 | -0.4 | -2
Cc1ccc(S(=O)(=O)N(CC(=O)NCCC2=CCCCC2)Cc2ccccc2)cc1 | -7.8 | 9 | 17 | -1.2 | -5 | 6 | . | 0.7 | -0.1 | 0
COc1ccccc1N1CCN(c2ncnc3sc(C(=O)NCC4CCCO4)c(C)c23)CC1 (stereo not given) | 1.7 | 8 | -12 | 0.7 | -1 | -2 | -1 | 4.4 | -0.8 | 1
COc1ccc2[nH]c(O)c(N=O)c2c1 | 3.5 | 0 | 7 | -2.3 | -2 | 3 | . | 1.1 | 0.5 | -2
CC(C)CCNc1ncnc2c1cnn2Cc1ccccc1Cl | 2.6 | 11 | 4 | -1.8 | 12 | -4 | -1 | -1.1 | . | -1
S=C(c1ccc(-c2ccc(Br)cc2)o1)N1CCOCC1 | 1.4 | . | . | 2.4 | . | . | 53* | -1.2 | . | .
Clc1nc2c(ccc3ccccc32)[nH]1 | 0.8 | 2 | 4 | 2.0 | 5 | -3 | 0 | 3.1 | -0.8 | .
Cc1ccc(CNC(=O)COC(=O)c2cccnc2Cl)cc1 | 3.7 | . | 12 | -0.5 | 11 | ? | -4 | -0.2 | 0.2 | 0
COc1cc([N+](=O)[O-])cc2cc(C(=O)N3CCN=C3c3ccccc3)c(=O)oc12 | -1.1 | -29 | -6 | 0.2 | -7 | -8 | 1 | 3.4 | -0.5 | 0
Cc1cc(C)c(OCC(=O)Nc2cccc(NC(=O)c3ccco3)c2)c(Br)c1 | 2.1 | -2 | . | 3.5 | -8 | 2 | . | 0.3 | -3.9 | -5
CCn1c(C)c(C(C)=O)c(N2CCC(C(N)=O)CC2)nc1=S | -0.1 | 20 | -21 | 1.8 | -9 | 4 | -4 | 3.5 | -1.6 | -2
Cc1ccc(NC(=O)n2ccc(-c3ccc(-n4ccnc4)cc3)n2)cc1 | 6.0 | -8 | -1 | . | -11 | 2 | 9 | . | -0.7 | .
CCn1c(SCC(=O)Nc2ccccc2)nc2c1c(=O)n(C)c(=O)n2C | -1.6 | -17 | 5 | 0.2 | 4 | 0 | -1 | 2.2 | -2.2 | -2
COc1cccc(CNS(=O)(=O)c2ccc(S(=O)(=O)N3CCCC3)cc2)c1 | 5.1 | 19 | -4 | 1.5 | -2 | 1 | -3 | 0.5 | -0.2 | 1
O=C(Oc1ccc2ccc(=O)oc2c1)c1ccc([N+](=O)[O-])cc1 | 2.3 | 11 | 0 | 0.1 | -10 | 5 | -2 | -0.1 | -0.2 | -1
Cn1nc(-c2ccc(C(=O)N3CCN(CCO)CC3)cc2)c2ccccc2c1=O | 5.1 | -16 | -4 | 3.2 | 0 | -2 | 0 | 0.7 | 0.5 | -1
COc1ccc(Cl)cc1-c1nc(N)nc(NC2CCCCC2)n1 | 4.5 | -49 | -2 | -0.9 | -12 | 11 | -3 | 1.1 | -0.3 | 0
COc1ccc(N2CCN(S(=O)(=O)c3ccc(OC)c(C(=O)N4CCCC4)c3)CC2)cc1 | -0.6 | 14 | 4 | -1.1 | -12 | 3 | -2 | 0.5 | -2.2 | 1
CCC(CO)Oc1cc(NCc2cccnc2)c2ncn(C(C)C)c2c1 (stereo not given) | 2.3 | 15 | 8 | -0.1 | 7 | -2 | -2 | 1.2 | 0.1 | 0
Cc1ccc(S(=O)(=O)N2CCOCC2)cc1NS(=O)(=O)c1ccc(F)c(F)c1 | -2.0 | . | 15 | -2.1 | 6 | 0 | 10 | 0.1 | -1.2 | 0
Cc1nn(-c2ccccc2)c(C)c1C(=O)NCc1ccccc1F | 1.7 | 1 | -22 | -0.8 | -9 | 13 | -2 | 0.6 | -2.6 | -1
Cc1ccc(CNC(=O)CSc2ncc(C(=O)Nc3ccccc3)c(=O)n2C)cc1 | -0.2 | -24 | -1 | 1.5 | -11 | 5 | -3 | 1.9 | -1.7 | 4
Cc1ccc(CNC(=O)c2ccccc2NS(C)(=O)=O)cc1 | 2.6 | -12 | -11 | 1.1 | -11 | 3 | . | 4.1 | -1.1 | 1
COc1ccc(C(=O)Nn2c(C)nc3ccccc3c2=O)c(OC)c1 | -1.7 | -3 | . | 2.6 | -14 | -6 | -2 | 0.0 | -1.8 | 2
COc1cc(C(=O)Nc2cccc3c2CCCC3)cc(OC)c1OC | 1.4 | 2 | -5 | -1.0 | -7 | -3 | -1 | 2.0 | -1.2 | -3
CCCCn1c(CCn2nc(C)c(Br)c2C)n[nH]c1=S | 1.5 | 0 | 0 | 0.3 | -5 | 0 | -2 | 0.7 | 0.2 | 0
CSc1ncccc1C(=O)OCC(=O)NC(C)(C)C | 2.8 | -13 | 5 | -0.4 | -4 | -1 | 0 | 0.8 | 0.3 | 1
COc1cccc(CNCCNC(=O)c2nonc2N)c1 | 4.7 | 0 | 4 | 0.2 | -25 | 1 | 1 | 2.3 | -0.9 | 1
CCS(=O)(=O)Nc1ccc(C2=NN(C(=O)c3ccco3)C(c3ccco3)C2)cc1 (stereo not given) | 4.1 | . | 13 | 2.1 | -3 | -7 | 4 | 1.4 | -4.1 | 4
CC(=O)Nc1cccc(NC(=O)CSc2nnc3ccccn23)c1 | 2.2 | 6 | -3 | -1.1 | -8 | 2 | -1 | -0.2 | 0.3 | -1
O=C(N/N=C/c1c[nH]c2ccccc12)c1cc(Cl)ccc1O | 0.3 | 8 | 5 | 0.2 | 13 | 5 | 5 | 0.6 | 0.2 | 4
Clc1cccc(OCCN2CCN(CCOc3cccc(Cl)c3)CC2)c1 | 5.3 | 1 | -5 | -0.2 | -17 | -1 | -7 | 0.3 | -0.4 | -5
Cc1nnc(NC(=O)CCN2C(=O)/C(=C\c3ccccc3)SC2=S)s1 | -0.5 | -25 | 7 | 3.0 | -15 | -2 | -5 | 1.7 | 0.9 | -1
Cc1ccc(NC(=O)c2ccc3c(c2)C(=O)N(c2ccccc2C)C3=O)nc1 | 1.8 | 11 | 24 | -0.3 | 13 | 3 | 0 | -0.8 | -0.9 | -2
Cn1c(-c2sccc2OCc2cccc(C(F)(F)F)c2)n[nH]c1=S | 4.3 | -13 | 1 | 0.5 | -5 | -10 | 0 | 0.1 | 0.3 | -1
Cc1nc(-c2cccc(NC(=O)Cc3ccccc3)c2)cs1 | 5.8 | . | 6 | 4.2 | 8 | -6 | 1 | 3.6 | -0.1 | -4
Nn1cnn(Cc2ccccc2)c1=S | 2.0 | 4 | -9 | -2.3 | -13 | -4 | 0 | 1.0 | . | 1
Cc1ccccc1NC(=S)N1CCN(c2ccccc2)CC1 | 2.5 | -3 | 3 | 1.1 | -13 | -8 | 0 | 1.5 | -0.4 | 0
CC(C)C(OC(=O)c1ccco1)C(=O)NC1CCCCC1 (stereo not given) | 1.6 | 6 | -6 | 0.1 | -8 | -4 | . | 1.3 | -2.1 | -2
CN(C)c1ccc(C(CNC(=O)c2ccccc2)c2c[nH]c3ccccc23)cc1 (stereo not given) | 2.2 | 9 | 1 | 2.7 | 7 | -2 | . | 2.9 | -0.6 | -1
Cc1nc2oc3ccccc3c(=O)c2c(=O)n1Cc1ccccc1 | 1.2 | 8 | 2 | -2.9 | -12 | -8 | -9 | -1.1 | 0.3 | 1
Cc1ccc(S(=O)(=O)NC(=O)c2cc(C)n(CC(c3ccccc3)N(C)C)c2C)cc1 (stereo not given) | 1.3 | 15 | 10 | -0.2 | 5 | 0 | -1 | 2.4 | -2.9 | 0
COC(=O)Cn1cnc2sc3c(c2c1=O)CCCC3 | 3.4 | -2 | 5 | 2.0 | -1 | -1 | -4 | 3.1 | -1.1 | -1
COC(=O)c1cccc(C23CC4(C2)[C@H](CN(Cc2ccc(C(F)(F)F)cc2)[C@@H]4c2ccccc2)C3c2ccc(Cl)nc2)c1 (stereo not given in full) | 3.1 | 2 | 8 | 0.5 | 14 | 12 | -2 | -1.8 | -0.3 | 1
COc1ccc(C(=O)O/N=C(\N)Cc2cccs2)cc1OC | 2.8 | 3 | 0 | 0.2 | -17 | -5 | -1 | -0.6 | -0.6 | 0
COc1ccc2nc(N(CCN(C)C)C(=O)c3ccc(C(=O)c4ccccc4)cc3)sc2c1 | 0.3 | 13 | 17 | 0.0 | 7 | -2 | 2 | 2.8 | -0.7 | -3
CSc1ccc(-c2nnn(Cc3ccc(C)cc3)n2)cc1 | 2.7 | -13 | 3 | 0.0 | -9 | 5 | . | -1.1 | 0.3 | -21
CCc1nnc(NC(=O)CCc2ccccc2OC)s1 | 2.5 | -7 | 18 | -2.5 | 14 | -1 | -3 | 2.0 | -1.3 | -2
CN(C)c1ccc(-c2cccc(C3CC=CC4C3C(=O)N(Cc3ccccc3)C4c3ccc(C(F)(F)F)cc3)c2)cc1 (stereo not given) | 1.4 | -31 | -3 | 0.3 | -2 | 6 | -4 | 2.9 | -0.3 | -6
CC(NC(=S)Nc1ccc(S(=O)(=O)N2CCOCC2)cc1)C1CC2CCC1C2 (stereo not given) | 1.7 | 7 | 8 | 1.1 | 1 | -7 | -2 | 2.3 | 0.1 | 0
O=C(Nc1cccnc1)c1ccc(Cl)c([N+](=O)[O-])c1 | 4.4 | 15 | -9 | -1.1 | 8 | -7 | -5 | 0.5 | 0.1 | 1
CC1CCC(NC(=O)Cn2c3c(c(-c4ccccc4Cl)cc2=O)CCC3)CC1 (stereo not given) | -0.1 | 9 | 7 | -0.3 | -3 | 8 | 0 | 0.5 | -1.2 | -6
COc1ccc(C(C(=O)NC(C)(C)C)N(C(=O)CCC(=O)Nc2cc(C)on2)c2cccc(C)c2C)cc1 (stereo not given) | 0.6 | -2 | -5 | -0.6 | -2 | 1 | 0 | 3.1 | -3.6 | 0
O=C1[C@H](O)[C@@H](O)C(=O)N1Cc1ccccc1 | -0.3 | . | ? | -1.6 | 7 | -2 | -1 | -0.1 | 1.0 | -4
CCc1c(C)sc(NC(=O)C2CCCO2)c1C#N (stereo not given) | 3.1 | -23 | -8 | 0.2 | 0 | -17 | 2 | 2.3 | 1.2 | -6
Cc1ccc(C)c(N2CCN(C(=O)C3CCC3)CC2)c1 | 1.5 | 9 | -14 | -1.0 | -12 | 7 | 3 | 0.2 | . | -6
N#Cc1cn(CC(=O)N2CCc3ccccc3C2)c2ccccc12 | 2.7 | -3 | 4 | 1.4 | -1 | 2 | . | 2.6 | -1.0 | -1
COc1ccc2[nH]c(=O)c(CN(Cc3cccs3)C(=S)NCC3CCCO3)cc2c1 (stereo not given) | 1.2 | -52 | -1 | 1.3 | -8 | 0 | -1 | 1.7 | -1.0 | 5

Entries of single compounds, looked up by structure. Order of values: phage Ecoli inh, PfHsp90 yeast 2, Rtt109 Vps75, E coli growth, PvdQ inh, Tat transport, Wnt act, AddAB inh, CAL PDZ inh, DAGLB inhibitor
`CSc1ccc(-c2nnn(Cc3ccc(C)cc3)n2)cc1` as listed: 2.7, -13, 3, 0.0, -9, 5, ., -1.1, 0.3, -21
`N#Cc1cn(CC(=O)N2CCc3ccccc3C2)c2ccccc12` as listed: 2.7, -3, 4, 1.4, -1, 2, ., 2.6, -1.0, -1
